Bioassay records: PubChem, National Center for Advancing Translational Sciences (NCATS)
HT1080 IDH1KD tx: HT-1080 IDH1 knockdown cell toxicity (counter line); HT-1080 IDH1 knockdown viability, ATP luminescence, 48 h; Potency, µM (highest dose often 46.1 µM), inactives show top-dose activity, negative = toxicity, hits mostly cytotoxic; hit rate 2% among 360,000; AID 686971;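 further: potency means the concentration at half of the fitted maximal effect; 0% = DMSO wells and -100% = cell-free medium wells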
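Using the IDH1-knockdown HT-1080 line run in the same batch and compound series as the NT line, viability after 48 h at 37 °C was determined by CellTiter-Glo luminescence and expressed as % activity.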
S2 tox: cell viability loss in ATXN counter-screen; Potency, µM (doses to about 56.7 µM), usual class: cytotoxic; S2 cells (HEK-293 line with an ATXN2-luciferase reporter) viability, CellTiter-Fluor protease fluorescence, 24 h; hit rate 0.49% among 400,000; further: potency means the concentration at half of the fitted maximal effect; nearly all actives have a fitted effect of over 40% in size
HT1080NT lethal: kills 2HG-producing HT-1080-NT fibrosarcoma cells; hit rate 1.6% among 360,000; Potency, µM (highest dose often 46.1 µM), for inactives: at the highest dose activity, negative = less viability, most hits filed as cytotoxic; HT-1080-NT fibrosarcoma viability, CellTiter-Glo ATP luminescence, 48 h;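 further: NT is the 2HG producing partner of a matched IDH1 knockdown line; potency means the concentration at half of the fitted maximal effect; 0% = DMSO-treated cells and -100% = media-only wells without cells; nearly all actives have a fitted effect of over 55% in size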
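750 cells/well, RPMI + 5% FBS; 2 h settle, compound pin-transfer, 48 h at 37 degrees C. CellTiter-Glo 10 min RT, luminescence. Normalized to DMSO and media-only wells.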
MCF10A rereplic: DNA re-replication induction in MCF 10a cells. MCF 10A DNA re-replication, Hoechst nuclear intensity, 48 h. AID 624296. Potency, µM (doses to about 46.1 µM), without a hit: at the top dose activity, positive = re-replication, hits mostly activators. hit rate 2.9% among 350,000; further: potency means the concentration at half of the fitted maximal effect; % of control where 0% means no effect; nearly all actives have a fitted effect of over 50% in size
IL1B secr inh: blocks inflammasome-driven IL-1 beta release; hit rate 4.7% among 360,000; activity change, % at 57.5 µM; THP-1 LPS/ATP IL-1B secretion, AlphaLISA, 16 h; hits give low values; in the data active means activity change below about -50%; inconclusive means mostly about -30% to -49%; further: on the % scale 0 is the no-effect control and ±100 the full control effect
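Secreted IL-1B measured by AlphaLISA bead assay after 16 h compound exposure of THP-1 cells; compounds (final up to 57.5 uM) added 1 h before LPS (250 ng/mL) and ATP (1.25 mM) stimulation; lower signal means less secretion.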
SW480 rerep: DNA re-replication induction in SW480 cells | Potency, µM (titrated, usually from 46.1 µM), inactives show at the highest dose re-replication activation, actives largely listed as activators | SW480 DNA re-replication, Hoechst DNA content imaging, 48 h | hit rate 1.8% among 340,000 | AID 624297; further: potency means the concentration at half of the fitted maximal effect; % of control where 0% means no effect; nearly all actives have a fitted effect of over 55% in size
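SW480 cells exposed to compounds for 48 hr at 37 C, 5% CO2, then Hoechst-stained 40 min. Nuclear DNA content imaged by fluorescence scanning (405 nm excitation, 500-530 nm emission); re-replication scored as increased high-intensity nuclei.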
KB-3-1 tox: kills parental KB-3-1 adenocarcinoma cells | KB-3-1 viability, CellTiter-Glo ATP luminescence, 72 h | Potency, µM (doses to about 46.1 µM), without a hit: top-dose activity change, negative = cytotoxic, most hits filed as cytotoxic | hit rate 1.4% among 400,000 | AID 1347075; further: potency means the concentration at half of the fitted maximal effect; on the % scale 0 is the no-effect control and ±100 the full control effect; nearly all actives have a fitted effect of over 60% in size
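Parental KB-3-1 adenocarcinoma cells in phenol-red-free DMEM with 10% FBS were pin-treated with compounds at several concentrations, incubated 72 h at 37 °C, and viability read by CellTiter-Glo luminescence; concentration-effect curves were fitted after normalization.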
ATXN2 expr inh: inhibitors of ATXN2 expression; Potency, µM (doses to about 57 µM), inactives show top-dose activity change, negative = inhibition, hits mostly inhibitors; HEK-293 ATXN2-luciferase reporter, luminescence, 24 h; AID 1745845; hit rate 0.72% among 360,000; further: potency means the concentration at half of the fitted maximal effect; on the % scale 0 is the no-effect control and ±100 the full control effect; nearly all actives have a fitted effect of over 55% in size
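ATXN2-luciferase reporter cells (luciferase flanked by upstream and downstream ATXN2 gene portions) were treated 24 h at 37 °C with compounds at up to 57 uM. SteadyGlo luminescence gave expression; GF-AFC fluorescence gave viability.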
KB-V1 cytotox: kills drug-selected multidrug resistant KB-V1 cells | KB-V1 MDR cells viability, CellTiter-Glo, 72 h | AID 1347076 | Potency, µM (highest dose often 46.1 µM), inactives show at the top dose activity change, negative = cytotoxicity, actives largely listed as cytotoxic | hit rate 3.4% among 400,000; further: potency means the concentration at half of the fitted maximal effect; on the % scale 0 is the no-effect control and ±100 the full control effect; nearly all actives have a fitted effect of over 60% in size
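KB-V1 cells (P-gp-expressing MDR subline of KB-3-1) in phenol-red-free DMEM with 10% FBS were exposed to library compounds over a concentration series for 72 h at 37 degrees C. Viability read by CellTiter-Glo luminescence; concentration-effect curves fitted after normalization.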
Starred values were filed as active, the others as inactive; i = inactive; ? = inconclusive; . = not tested or not shown; [ ] = remark or other dose. Unless noted, the call rests on the fitted dose curve; in most records, active means well fitted curve in the direction sought with a large enough effect; inconclusive means small, poorly fitted or top-dose-only effect, or another doubt; inactive means no such curve, though single readings can be large; an effect the other way counts as inactive or inconclusive. The order is random, and some 11% of all compounds hit somewhere here.

SMILES | HT1080 IDH1KD tx | S2 tox | HT1080NT lethal | MCF10A rereplic | IL1B secr inh | SW480 rerep | KB-3-1 tox | ATXN2 expr inh | KB-V1 cytotox
CCNS(=O)(=O)c1cc(-c2nnc(OC)c3ccccc23)ccc1C | 10.3% | i | 7.7% | -3.8% | -26.2 | -1.1% | 0.2% | -10.1% | -12.2%
O=C(Nc1cccc(S(=O)(=O)N2CCCCC2)c1)c1ccc2ccccc2n1 | 1.8% | ? | 4.0% | 20.1% | -13.8 | 1.1% | -1.8% | -4.7% | -4.0%
O=C(Oc1cccc(-n2cnnn2)c1)c1sc2ccccc2c1Cl | 0.2% | i | -0.1% | -0.1% | 28.4 | -2.1% | 14.3% | -9.8% | 6.5%
CCOC(=O)c1c(S(=O)(=O)NCC(=O)Nc2ccc(C(C)=O)cc2)c(C)n(C)c1C | . | i | . | . | . | . | 12.4% | 3.8% | 2.9%
O=C(/C=C/c1ccco1)N(Cc1cccc(Br)c1)C1CCS(=O)(=O)C1 (stereo unspecified) | -4.0% | i | -14.4% | 1.3% | 1.3 | -6.6% | -0.4% | -22.8% | ?
COc1ccccc1C(=O)N1CCN(Cc2cn[nH]c2-c2ccc(F)cc2F)CC1 | 8.4% | i | 2.2% | 1.2% | -13.7 | -2.9% | -0.1% | . | 0.9%
O=C(C1=C(O)C(=O)N(c2ncccn2)C1c1ccc(F)cc1)c1ccco1 (stereo unspecified) | 10.4% | i | ? | -8.5% | 9.0 | -3.3%[9.22 µM] | 28.6% | 17.9% | ?
O=C(O)Cn1c(-c2cscn2)nc2ccccc21 | 25.4% | ? | 13.3% | 4.7% | 22.8 | 0.8% | 3.8% | -0.3% | -2.6%
COc1ccc(S(=O)(=O)N(C)C[C@H]2Oc3c(NS(=O)(=O)c4ccc(F)cc4)cccc3C(=O)N([C@H](C)CO)C[C@@H]2C)cc1 | -3.3% | i | -7.0% | 6.4% | -14.3 | -6.0% | -5.1% | -4.2% | -5.4%
COc1ccc(NC(=O)N2CCN(C(=O)Nc3ccc(OC)cc3)CC2)cc1 | -19.8% | i | ? | -0.4% | 1.3 | -25.0% | -31.8% | 13.1% | -9.9%
Cc1cnc(NC(=O)c2cccc(S(=O)(=O)N3CC(C)OC(C)C3)c2)s1 (stereo unspecified) | -1.2% | i | -15.1% | 4.7% | 51.0 | -3.4% | ? | . | 16.4µM*
CCOc1ccc(-c2nc3cc(NC(=O)COc4cccc(C)c4)ccc3o2)cc1 | . | i | . | . | . | . | 9.6% | 26.7% | -10.6%
O=C(COC(=O)c1ccccc1O)NCCC1=CCCCC1 | 0.2% | i | -1.9% | -43.9%[inhibitor] | -27.8 | -0.7% | 2.5% | 46.4%[activator] | 8.2%
O=S1(=O)N[C@@H](Cc2ccccc2)COc2cccc(N3CCN(Cc4ccccc4F)CC3)c21 | ? | 28.2µM* | ? | . | 14.8 | . | -12.9% | ? | 7.5%
COc1ccc2c(Cl)c(-c3nnc(SCC(=O)c4ccccc4)n3C)sc2c1 | -23.9% | i | -26.2% | ? | ? | -2.6% | -3.9% | -9.0% | -26.9%
CN(CCC#N)C(=O)COC(=O)c1ccc(CNS(=O)(=O)c2ccc(F)c(Cl)c2)cc1 | 22.3% | ? | 25.8% | 2.3% | 12.1 | -4.2% | 23.3% | -7.6% | 14.9%
CCOC(=O)c1[nH]c(C)c(CCC(=O)NCc2ccccc2C)c1C | . | i | . | . | . | . | 12.7% | 11.8% | -3.4%
COc1ccccc1C(=O)COC(=O)c1ccccc1O | 12.0% | i | 9.4% | 1.6% | 19.2 | -6.1% | 22.2% | -4.5% | 17.2%
CCOC(=O)c1sc(NC(=O)c2ccc(S(=O)(=O)N3CCCCCC3)cc2)nc1-c1ccccc1 | 7.6% | i | -4.6% | 17.5% | 9.8 | 2.6% | ? | -13.1% | ?
COC(=O)c1ccc2nc(-c3ccc(C)cc3)c(Cc3cccc(F)c3)n2c1 | 5.1% | i | -8.5% | . | 30.5 | . | -29.6% | 9.1% | ?
O=C(O)c1cccc(S(=O)(=O)N2CC=C(c3ccccc3)CC2)c1 | 3.3% | i | 11.1% | 8.5% | 45.7 | 0.0% | 13.3% | -2.4% | -12.0%
CCC(Sc1nc(-c2ccccc2)c(-c2ccccc2)[nH]1)C(=O)O (stereo unspecified) | -11.4% | i | -9.1% | 19.6% | 16.9 | 1.9% | 5.1% | 1.7% | 18.9%
O=[N+]([O-])c1cc2c(cc1CN1CCN(c3ccc(F)cc3)CC1)OCO2 | -2.7% | i | -11.1% | ? | -13.0 | 0.2% | -13.2% | ? | -3.8%
O=C(O)c1ccc(N2C(=O)c3ccc(C(=O)c4cccc([N+](=O)[O-])c4)cc3C2=O)cc1 | 8.4% | i | 13.5% | -2.1% | 8.9 | 1.6% | -1.5% | . | 0.6%

Full records from above.
COC(=O)c1ccc2nc(-c3ccc(C)cc3)c(Cc3cccc(F)c3)n2c1 across the screens: HT1080 IDH1KD tx: 5.1%; S2 tox: i; HT1080NT lethal: -8.5%; MCF10A rereplic: .; IL1B secr inh: 30.5; SW480 rerep: .; KB-3-1 tox: -29.6%; ATXN2 expr inh: 9.1%; KB-V1 cytotox: ?
O=C(O)c1ccc(N2C(=O)c3ccc(C(=O)c4cccc([N+](=O)[O-])c4)cc3C2=O)cc1 across the screens: HT1080 IDH1KD tx: 8.4%; S2 tox: i; HT1080NT lethal: 13.5%; MCF10A rereplic: -2.1%; IL1B secr inh: 8.9; SW480 rerep: 1.6%; KB-3-1 tox: -1.5%; ATXN2 expr inh: .; KB-V1 cytotox: 0.6%

Going on with the list:
SMILES | HT1080 IDH1KD tx | S2 tox | HT1080NT lethal | MCF10A rereplic | IL1B secr inh | SW480 rerep | KB-3-1 tox | ATXN2 expr inh | KB-V1 cytotox
CC(=O)Nc1ccc(Nc2cc(C)nc(Nc3ccc(NC(C)=O)cc3)n2)cc1 | 1.3% | ? | 0.1% | 3.9% | 0.0 | 9.3% | -4.2% | 0.0% | 0.5%
O=C(Cn1cc(C(F)(F)F)ccc1=O)N1CCc2ccccc21 | 0.8% | i | -0.1% | -9.0% | -4.9 | -8.2% | 2.7% | . | 4.6%
O=c1c2[nH]c3cccc(Cl)c3c2ncn1CCN1CCCCC1 | 18.9% | ? | 11.4% | 1.5% | -3.0 | -2.8% | 2.6% | -5.1% | -3.5%
CC(=O)Oc1cc2c(C(=O)NCCCN3CCOCC3)c(C)oc2c2ccccc12 | ? | i | ? | ? | 17.2 | 16.2% | 0.0% | -11.6% | -14.1%
O=C(COc1ccccc1Cl)NNC(=O)c1ccc2nc[nH]c2c1 | -3.2% | i | -4.8% | -5.3% | 0.0 | -7.4% | 0.8% | -9.2% | -7.4%
CCCn1c(C2CCCN2c2nc(-c3cccc(Br)c3)cs2)nc2cc(Cl)c(Cl)cc21 (stereo unspecified) | -10.9% | i | 0.0% | ? | -5.6 | ? | -23.7% | -3.2% | 0.9%
COC(=O)c1ccc(NC(=O)Cn2nc(SC)n(N)c2=S)cc1 | 10.7% | i | 12.4% | 0.1% | -16.0 | 1.1% | -6.1% | -0.1% | 0.0%
CCn1c(=O)c2cc(C(=O)Nc3cc(C)on3)sc2c2ccccc21 | 12.3% | i | 15.0% | 13.2% | ? | -2.3% | 16.5% | 8.9% | -3.6%
COC(=O)c1cc(N/C(N)=N/c2nc(C)cc(C)n2)cc(C(=O)OC)c1 | -2.3% | ? | -6.4% | . | 17.0 | . | -0.2% | . | 2.3%
O=C1CCCCC1(O)Cc1ccc2c(c1)OCO2 (stereo unspecified) | 2.1% | i | -0.7% | -38.0%[inhibitor] | -13.0 | -0.4% | 9.1% | 0.9% | -1.8%
NC(=O)CC[C@@H]1NC(=O)[C@H](CO)NC(=O)c2cc([N+](=O)[O-])cc(I)c2OCC[C@@H](C(N)=O)NC1=O | 13.2% | ? | 6.2% | 2.7% | 17.0 | 13.2%[9.22 µM] | 16.3% | 0.9% | ?
COc1cccc(C#Cc2c(C=O)n(C)c3ccccc23)c1 | ? | ? | -19.4% | ? | 35.1 | 2.31µM* | 0.0% | -17.3% | ?
CCC(C)NCc1ccc(C(=O)OC)o1 (stereo unspecified) | 22.9% | i | 12.9% | -1.0% | -0.9 | -0.8% | 5.1% | 0.2% | 13.9%
CC(=O)OC1C=CN(C(C)=O)C(SC(C)(C)C)C1(C)O (stereo unspecified) | -2.4% | i | 1.3% | . | -2.5 | . | -13.5% | . | 1.2%
C[C@H](NC(=O)Cc1ccccc1)C(=O)N1CCC2(CC1)NCCc1[nH]cnc12 | 10.9% | i | 11.5% | 3.9% | 11.5 | -0.1% | 17.3% | 3.7% | 22.0%
C/C(=N\NC(=O)c1ccc(Cl)c(Cl)c1)c1cccc(NC(=O)C(C)C)c1 | -0.6% | i | -5.9% | 0.7% | 0.0 | -6.2% | -15.6% | -1.3% | -14.3%
COc1ccc(C2CC(c3ccc([N+](=O)[O-])cc3)=NN2C(C)=O)cc1 (stereo unspecified) | 1.8% | i | -0.4% | 10.4% | ? | -4.3% | ? | 36.4% | -8.4%
CCOC(=O)c1ccc(NC(=S)Nc2cccc(N)n2)cc1 | ? | i | -6.9% | 0.0% | ? | 5.9% | -4.1% | 15.4% | ?
CCCN1CCC(NC(=O)C2CCCCC2C(=O)O)CC1 (stereo unspecified) | 18.4% | i | 16.9% | -5.6% | 3.4 | -19.1% | 1.1% | 4.8% | ?
O=C1COc2ccc(S(=O)(=O)Nc3ccc(OC(F)(F)F)cc3)cc2N1 | -1.4% | i | -5.9% | -3.9% | 6.3 | 1.0% | -1.8% | . | -17.1%
